Bioassay records (PubChem BioAssay)
PKA-R2B activ = activators of human PKA-R2B complex; P22694+P31323; PKA-R2B holoenzyme dissociation, Cy5-IP20 fluorescence polarization; R2B truncated from residue 108, S112A mutant; 0% DMSO only, 100% 113 µM cGMP; activation, % at 11.4 µM; 340,000 compounds, 0.079% hits;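 active = activation above a cutoff set at the mean over all compounds plus 3 SD, cut at about 18% in these data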;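 note: higher means more holoenzyme dissociation and a rise in polarization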
HTR5A ag = HTR5A agonism, opioid heterodimer counter-screen. HTR5A agonist assay, luminescence, cell-based. activation, % at 9.3 µM. 340,000 compounds, 0.61% hits. AID 504692; in the data active = activation mostly above about 9.5%, no sharp cut-off; inactive = mostly below about 7.6%;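 note: 0% = cells with vehicle only and 100% = reference agonist; strong numbers were not always called active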
Target sequence (P47898 whole entry, looked up): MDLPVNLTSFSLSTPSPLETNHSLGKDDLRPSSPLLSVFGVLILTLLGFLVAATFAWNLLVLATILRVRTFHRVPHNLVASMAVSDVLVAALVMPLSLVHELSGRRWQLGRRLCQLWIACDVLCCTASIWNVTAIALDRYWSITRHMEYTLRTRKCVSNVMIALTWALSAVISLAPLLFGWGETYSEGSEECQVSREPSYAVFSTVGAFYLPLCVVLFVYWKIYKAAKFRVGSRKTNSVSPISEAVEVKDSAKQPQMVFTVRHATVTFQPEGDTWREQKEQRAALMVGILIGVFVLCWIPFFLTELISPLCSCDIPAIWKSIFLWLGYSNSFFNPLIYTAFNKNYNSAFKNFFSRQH
E coli growth = bacterial growth inhibition, counter-screen for AddAB inhibitors; E. coli V3065 growth, OD600 absorbance, 18 h; inhibition, % at 11.9 µM; 330,000 compounds, 0.27% hits;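 active = inhibition above the campaign's mean inhibition across all tested compounds plus 3 SD, cut at about 9.9% in these data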;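 note: uninfected addAB+ strain grown without phage in ampicillin broth; 0% = DMSO wells and 100% = ciprofloxacin 0.95 µg/ml wells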
DAGLB inh = diacylglycerol lipase beta (human) inhibition; Q8NCG7; inhibition, % at 5.17 µM; AID 504411; HEK293T DAGLB membrane lysate, EnzChek fluorogenic substrate; 340,000 compounds, 0.059% hits; in the data active = inhibition above about 34%;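 note: 0% = enzyme with vehicle and 100% = wells lacking enzyme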
PKA-R1A act = PKA-R1A complex activation; P00514+P68181; PKA-R1A dissociation, Cy5-IP20 fluorescence polarization; scaled: DMSO 0%, 113 µM cGMP 100%; activation, % at 11.4 µM; 340,000 compounds, 0.083% hits;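 active = percent activation above the mean of all tested compounds plus 3 SD, cut at about 19% in these data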;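 note: higher means more PKAc released from R1A so a rise in polarization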
Mot1-301 SUMO = blocks SUMOylation pathway, rescuing yeast Mot1-301 growth. S. cerevisiae Mot1-301 growth rescue, ATP luminescence, 38.5C; percent above DMSO median, 100 means doubled. growth rescue, % at 18.8 µM. 320,000 compounds, 1% hits. AID 2716;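 active = every valid replicate shows activation above 250% relative to neutral control wells; inactive = the rest, any valid replicate at or below 250%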;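 note: OY570 slx delta 5 strain wells were the positive control but not used for scaling; some compounds called inactive have numbers as strong as hits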
AddAB inh = less growth of phage-infected E. coli with AddAB; E. coli expressing H. pylori AddAB, absorbance growth; inhibition, % at 11.9 µM; 330,000 compounds, 0.29% hits; AID 435030; in the data active = inhibition above about 12%;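 note: 0% = vehicle wells of infected cells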
Tat transport = blocks Tat-dependent protein export in E. coli | E. coli MC4100 TorA-mCherry Tat export, fluorescence | inhibition, % at 10 µM | 340,000 compounds, 0.036% hits | AID 488895;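 active = mean replicate inhibition at least 50% and at least half of replicates individually reaching 50%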;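 note: exported cargo escapes ClpAP degradation while cytoplasmic cargo is degraded and loses fluorescence; 0% = median of neutral control wells and 100% = median of NaSCN control wells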
phage Ecoli inh = E. coli growth loss with phage present. growth absorbance. inhibition, % at 11.9 µM. 360,000 compounds, 0.26% hits. AID 651602; in the data active = inhibition above about 11%
HTR5A inv ag = inverse agonist of human HTR5A in OPRM1-OPRD1 counter-screen; P47898; HTR5A cell line, luminescence, inverse agonism; inhibition, % at 9.3 µM; 340,000 compounds, 0.083% hits; AID 504634; in the data active = inhibition mostly above about 23%, no sharp cut-off; inactive = mostly below about 18%;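 note: 0% = cells with DMSO and 100% = no-cell wells with DMSO; some compounds called inactive have numbers as strong as hits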
CDK5 p35 inh = blocks human CDK5/p35 kinase activity; Q00535+Q15078; Recombinant CDK5/p35, ADP-Glo luminescence, 60 min; inhibition, % at 10 µM; 330,000 compounds, 0.01% hits;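 active = highest replicate inhibition of at least 50% and at least 75% of replicates reaching 50%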;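 note: plate controls were DMSO neutral control for no effect and GW8510 at 10 µM for full effect; many of its hits are not listed in these tables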
Target sequence (Q00535 whole entry, looked up): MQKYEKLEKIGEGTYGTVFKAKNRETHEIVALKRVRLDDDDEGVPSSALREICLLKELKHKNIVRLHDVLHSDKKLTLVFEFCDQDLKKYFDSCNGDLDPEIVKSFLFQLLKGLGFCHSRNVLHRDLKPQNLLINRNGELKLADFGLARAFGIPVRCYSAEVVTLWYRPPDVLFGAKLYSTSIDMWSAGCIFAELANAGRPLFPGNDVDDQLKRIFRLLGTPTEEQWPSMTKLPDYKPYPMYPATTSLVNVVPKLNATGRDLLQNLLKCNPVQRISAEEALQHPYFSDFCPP
Target sequence (Q15078 whole entry, looked up): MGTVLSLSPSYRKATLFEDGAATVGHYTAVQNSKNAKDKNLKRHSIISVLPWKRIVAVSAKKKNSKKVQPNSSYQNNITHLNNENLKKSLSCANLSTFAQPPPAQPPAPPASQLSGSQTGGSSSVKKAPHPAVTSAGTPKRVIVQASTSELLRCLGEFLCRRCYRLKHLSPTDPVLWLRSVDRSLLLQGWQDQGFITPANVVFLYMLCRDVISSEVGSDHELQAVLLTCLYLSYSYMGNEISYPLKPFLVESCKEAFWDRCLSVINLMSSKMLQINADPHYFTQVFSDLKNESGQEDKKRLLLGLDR
Starred values were filed as active, the others as inactive; x = not tested or not shown.

SMILES	PKA-R2B activ	HTR5A ag	E coli growth	DAGLB inh	PKA-R1A act	Mot1-301 SUMO	AddAB inh	Tat transport	phage Ecoli inh	HTR5A inv ag	CDK5 p35 inh
CCNC(=O)c1c(O)c2c([nH]c1=O)CCCC2	-1	6	-0.7	0	5	20	-1.0	-6	0.0	-17	3.1
COc1ccc(C/C(C)=N/NC(=S)Nc2ccccc2F)cc1	1	-8	0.2	-1	7	0	-1.1	16	-2.5	20	1.1
O=S(=O)(c1ccccc1)c1cnc(-c2cccnc2)nc1-c1ccc(Cl)c(Cl)c1	2	-7	-0.9	2	-2	x	-0.5	0	3.0	18	2.1
O=C(NC(=S)Nc1ccccc1Br)C1CCCCC1	9	2	3.5	-9	1	111	2.0	6	2.6	-9	-1.1
CCC(=O)OCC(=O)Nc1ccc2c(c1)OCO2	-4	4	-2.1	4	16	303	3.9	-16	4.7	-4	-1.2
COc1ccc(CNn2c(-c3cccc(C)c3)nc3ccccc3c2=O)cc1OC	12	13	-2.0	-1	5	268	3.7	7	0.6	-5	0.1
COc1ccc(NC(=O)CC(=O)Nc2ccc(OC)cc2)cc1	-7	7	0.2	-2	-12	-6	3.3	-10	-1.3	-25	1.0
O=C(C(=O)N1CCCc2ccccc21)c1cn(CC(=O)N2CCOCC2)c2ccccc12	5	2	-0.7	0	2	489	4.3	-7	-1.8	-6	1.4
CC(=O)Oc1ccc(/C=N/NS(=O)(=O)c2ccc(C)cc2)c(OC(C)=O)c1	5	-1	-0.2	-2	9	-6	3.5	3	2.8	2	0.1
Cc1ccccc1NC(=O)COC(=O)c1ccccc1SCC(=O)N1CCCC1	-4	-3	1.6	-3	-1	-10	4.0	-6	4.8	7	-1.8
COc1cc(C(=O)OCC(=O)Nc2cccc(S(=O)(=O)N3CCCC3)c2)ccc1OCC(C)C	-7	6	-0.9	-4	0	-4	2.2	14	3.0	-15	1.5
O=C(NCc1ccccn1)c1ccc(NS(=O)(=O)c2cccc(Cl)c2)cc1	2	0	x	2	1	-8	x	-1	-0.7	-1	-0.7
O=C(NCCN1CCOCC1)C(=O)NCC1OCCCN1S(=O)(=O)c1ccc(F)cc1 (stereo unspecified)	6	1	-0.2	0	-17	-11	-0.4	8	-0.6	14	-0.6
Cc1nn(-c2ccccc2)c(Cl)c1C(=O)N1CCN(c2ncnc3c2cnn3-c2ccccc2)CC1	-7	4	-0.7	-1	-5	-21	3.7	14	1.3	-17	0.3
Cc1ccc(C(=O)COC(=O)c2ccccc2N2C(=O)C3C4CCC(C4)C3C2=O)cc1C (stereo unspecified)	3	1	0.2	0	3	1	0.2	-2	0.4	-3	-0.2

Reprinted from the part before: two compounds; new compounds follow.
SMILES	PKA-R2B activ	HTR5A ag	E coli growth	DAGLB inh	PKA-R1A act	Mot1-301 SUMO	AddAB inh	Tat transport	phage Ecoli inh	HTR5A inv ag	CDK5 p35 inh
Cc1nn(-c2ccccc2)c(Cl)c1C(=O)N1CCN(c2ncnc3c2cnn3-c2ccccc2)CC1	-7	4	-0.7	-1	-5	-21	3.7	14	1.3	-17	0.3
Cc1ccc(C(=O)COC(=O)c2ccccc2N2C(=O)C3C4CCC(C4)C3C2=O)cc1C (stereo unspecified)	3	1	0.2	0	3	1	0.2	-2	0.4	-3	-0.2
O=C1CN(C(=O)COC(=O)COc2ccc3c(c2)CCC3)c2ccccc2N1	-16	3	-1.5	3	4	586*	1.1	3	5.1	-28	2.5
Cc1cnc(C(=O)N2CCN(S(=O)(=O)c3ccc4ccccc4c3)CC2)cn1	-14	-1	-2.4	-2	6	-13	-1.8	-15	2.1	3	-1.8
Cc1ccc(CNC(=O)c2ccc(N3CCCC3=O)cc2)cc1	-7	-2	2.5	0	-9	-19	0.8	10	0.8	7	-1.1
COc1cccc(-n2c(C)nn(C)c2=O)c1	5	-4	-1.8	-1	-6	4	1.8	3	x	12	-0.1
CCOC(=O)c1cc(-c2ccccc2)sc1NC(=O)CC(C)C	-11	-3	0.9	-16	5	236	1.2	1	5.9	10	-2.2
O=C1CC(c2ccccc2)CC(O)=C1C=Nc1ccccc1 (stereo unspecified)	x	x	-2.8	x	x	8	1.3	-5	5.2	x	-0.2
CCOc1ccccc1CN1CCC(Oc2cccc(C(=O)NCCOC)c2)CC1	1	2	1.2	-2	-2	0	3.7	-5	0.1	-7	0.2
COCC(=O)N[C@@H]1c2cc(OC)c(OC)cc2C[C@H]1OCc1ccccc1	-4	0	0.2	-1	2	x	0.6	5	1.5	0	1.1
O=C(CNC(=O)c1ccccc1F)OC(C(=O)Nc1cc(C(F)(F)F)ccc1Cl)c1ccccc1 (stereo unspecified)	-12	1	2.5	-8	3	-11	1.6	2	4.0	4	-1.9
COc1ccccc1NC1=NCC(=O)N1Cc1ccccc1	-16	0	1.3	3	5	133	-0.7	-6	2.8	1	1.0
Cc1cc(NC(=O)c2cc3ncc(Br)cn3n2)no1	-2	3	-1.2	-1	-10	-14	3.9	-1	2.8	-8	-1.1
CC(=O)Nc1ccc(NC(=O)/C=C/c2ccc3c(c2)OCO3)cc1	4	3	0.8	3	0	-19	3.4	-10	4.7	-10	2.5
COc1ccc(OC)c(-c2csc(NC(=O)CSCC(=O)Nc3cc(C)on3)n2)c1	-1	1	-2.6	-4	-11	-24	-0.6	-15	0.2	-4	-5.7
COc1ccc(Br)c(C(=O)NC2CCCC2)c1	0	0	2.7	0	9	2	-0.5	-2	1.1	0	-0.4
COCCNc1nc(-c2ccc(OC)cc2)c(-c2ccc(OC)cc2)s1	-13	-1	-2.9	-1	4	-13	-2.3	12	4.0	-15	-1.3
COc1ccc(-c2cc(C(F)(F)F)n3ncc(C(=O)NCC4CCCO4)c3n2)cc1 (stereo unspecified)	10	0	x	-6	-9	x	x	17	2.1	-16	-2.0
O=C(NNc1cccc(Cl)n1)Nc1cccc(Cl)c1	-10	6	-1.3	-8	-6	10	3.0	8	2.2	-7	-0.9
CC(=O)c1ccccc1C(=O)N1CCCC(N2CCN(Cc3ccc4c(c3)OCO4)CC2)C1 (stereo unspecified)	6	1	1.4	-2	4	360*	5.4	-4	0.1	-1	-0.2
CCc1c(C)nc(N2CCN(c3ccccc3)CC2)[nH]c1=O	4	0	2.7	-1	-2	3	2.9	15	2.0	0	1.1
Cc1ccc(C)c(OCCC(=O)N2CCN(S(=O)(=O)c3ccc([N+](=O)[O-])cc3)CC2)c1	-2	2	-0.2	2	3	-25	0.8	-7	0.1	-5	-3.6
COc1cc2cc(CN(Cc3nnnn3Cc3ccccc3)CC3CCCO3)c(=O)[nH]c2cc1OC (stereo unspecified)	-4	-2	x	0	-10	x	x	0	1.7	6	-0.9
CC1CCCCC1NC(=O)C1CCCN(S(=O)(=O)c2ccc(-n3cnnn3)cc2)C1 (stereo unspecified)	-4	5	-0.9	-2	11	7	2.2	-4	2.0	3	-0.1
CCOC(=O)Cc1csc(NC(=O)Nc2ccc(Cl)cc2)n1	-5	9	3.0	1	2	-2	3.3	-7	5.1	-7	0.9
CCCC(c1nnnn1Cc1cccs1)N1CCN(c2ccc(OC)cc2)CC1 (stereo unspecified)	0	4	0.9	-1	1	x	-0.9	17	0.2	-4	-0.3
Cc1c(CC(=O)Nc2ccc(Cl)cc2)sc2ccc(Cl)cc12	-5	2	1.3	-17	-1	52	2.6	-1	3.0	-33	-1.3
CC1(C)CC(=O)C/C(=N/NC(=O)CCCOc2ccc(Cl)cc2Cl)C1	-4	-3	-1.7	2	-2	-23	0.4	2	0.9	-11	1.3
Clc1ccc(OCc2nc(-c3ccc(Br)o3)no2)cc1	-18	2	1.6	-28	-3	54	1.7	6	5.8	-4	-2.2
O=C(O)c1ccccc1Cc1nc2cc(Cl)ccc2c(=O)[nH]1	-11	-3	0.0	0	-10	155	-1.7	-2	0.9	-5	0.0
COc1cc(Br)cc(/C=N/c2ncn[nH]2)c1O	-3	2	-0.7	3	-1	173	2.1	-5	x	-50	0.5
CCc1cccc2c(C(=O)COC(=O)c3nccnc3N)c[nH]c12	-16	3	-1.5	2	-5	-7	2.1	-10	4.6	-8	-1.5
c1ccc(CN2CCC(Nc3nc(-c4ccccc4)nc4ccccc34)CC2)cc1	7	x	2.6	-5	-3	-5	5.4	-9	2.6	x	0.0
Cn1cc(C(=O)N/N=C/C(Br)=C\c2ccccc2)ccc1=O	7	6	0.7	-1	9	-36	3.1	9	-0.4	-22	-0.2
CC(C)Cn1nc(C(=O)Nc2cccc(C(=O)NC3CC3)c2)c2ccccc2c1=O	0	1	-1.9	-1	-2	71	-0.2	-4	-0.6	17	1.0
O=C(COC(=O)c1ccccn1)NCc1ccccc1	12	-1	2.3	0	9	-9	0.8	0	2.0	2	3.1
O=C(COC(=O)c1cc2ccccc2oc1=O)Nc1cccc(Br)c1	0	-5	-1.9	2	-4	-23	0.5	7	0.9	14	-0.3
O=C(CNC(=O)c1ccccc1Br)N/N=C/c1ccco1	0	1	-0.2	-3	8	0	0.7	8	-1.0	-8	0.6
O=C(c1ccc(Oc2cc(Cl)cc(Cl)c2)o1)N1CCCCC1	9	2	1.3	-4	6	4	1.4	19	0.3	-6	0.5
Nc1nc2n(c1C(=O)c1ccccc1)CCC2	-4	-1	-1.2	0	-6	-10	1.3	4	2.0	7	-3.8
CC(C)c1cc(C(=O)N/N=C/C(Br)=C/c2ccccc2)n[nH]1	-9	3	5.5	-1	-8	457*	7.8	-13	5.9	-10	0.3
CCCOc1ccc(C2CC(=O)NC2=O)cc1 (stereo unspecified)	-2	10	1.0	1	-1	42	5.2	-6	2.4	-15	-10
COc1ccccc1/C=C/C(=O)OCC(=O)N1CCN(S(=O)(=O)c2ccc(C)cc2C)CC1	-10	-4	x	-1	-16	x	x	-5	0.7	-1	-0.6
CNC(=O)C1CC(=O)N(c2ccc(OCC(=O)Nc3ccccc3)cc2)C1 (stereo unspecified)	6	-1	x	2	-21	x	x	-8	0.5	5	-2.2
Cc1nc(-c2ccccc2)sc1C1(C)CC(c2cccc([N+](=O)[O-])c2)=NO1 (stereo unspecified)	-4	0	2.3	-5	8	-10	-1.0	-5	0.6	16	2.2
CCNC(=O)NC(=O)CSc1ccc(S(=O)(=O)N(C)C2CCCCC2)cn1	-1	1	-2.6	-3	2	-5	-0.3	-10	0.3	-3	-0.6
COc1ccc(CSc2n[nH]c(C)n2)cc1Br	-5	3	1.7	3	-14	-16	1.4	10	3.1	-7	2.0
COc1ccc(N2C(=O)CC(N3CCC(O)(c4cccc(C(F)(F)F)c4)CC3)C2=O)cc1 (stereo unspecified)	11	0	0.4	-3	-5	11	0.8	1	1.6	-22	2.0
COC(=O)c1c(NC(=O)C2CC2)sc(C(=O)Nc2ccccc2)c1C	-3	6	-0.9	-2	5	6	1.7	7	4.8	-7	1.1
Cc1ccc(N2C(=O)N(CC(=O)Nc3c(C)cc(C)cc3Cl)C(=O)C2C)cc1 (stereo unspecified)	-7	-5	0.9	-3	-10	38	5.0	0	3.7	12	-1.5
O=C(/C=C/c1ccoc1)c1ccccc1O	9	7	1.9	0	7	21	2.0	-1	3.2	3	0.3

Random draw from the library; any-hit rate near 2.3%.
